High-throughput results deposited in PubChem BioAssay by several laboratories.
APP 5'UTR act = activates APP 5'UTR luciferase reporter; SH-SY5Y APP 5'UTR luciferase reporter, luminescence; zero percent = DMSO vehicle wells; activation, % at 2 µM; actives 1% (n = 190,000); AID 1276;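 active means activation above a set limit, based on mean plus 3 SD of controls, cut at about 140% in these data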; further: values of inactives mirror those of a sister screen read the other way
STAT1 activator = activators of IFN-gamma induced STAT1 signaling; NIH 3T3 STAT1-luciferase reporter, luminescence; 100% = IFN-gamma alone, no compound; activation (% of control), % at 5.5 µM; actives 2.6% (n = 200,000);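 active means activation above the screen-wide mean activation plus 3 SD, cut at about 130% in these data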;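 further: raw ratio to IFN-gamma control signal so 100% means no change and 0% no light; values of inactives mirror those of a sister screen read the other way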
ROMK mod = modulators of human ROMK potassium channel; Tet-inducible ROMK, thallium flux fluorescence; actives lie on both sides; B-score at 10 µM; P48048; actives 2% (n = 130,000);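 active means signal ratio slope over the read window, or its plate-corrected B-score, at least 3 SD from the plate mean, either direction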;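 further: B-score of the F/F0 ratio slope over 7 to 12 s after thallium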
Target sequence (P48048 whole entry, looked up): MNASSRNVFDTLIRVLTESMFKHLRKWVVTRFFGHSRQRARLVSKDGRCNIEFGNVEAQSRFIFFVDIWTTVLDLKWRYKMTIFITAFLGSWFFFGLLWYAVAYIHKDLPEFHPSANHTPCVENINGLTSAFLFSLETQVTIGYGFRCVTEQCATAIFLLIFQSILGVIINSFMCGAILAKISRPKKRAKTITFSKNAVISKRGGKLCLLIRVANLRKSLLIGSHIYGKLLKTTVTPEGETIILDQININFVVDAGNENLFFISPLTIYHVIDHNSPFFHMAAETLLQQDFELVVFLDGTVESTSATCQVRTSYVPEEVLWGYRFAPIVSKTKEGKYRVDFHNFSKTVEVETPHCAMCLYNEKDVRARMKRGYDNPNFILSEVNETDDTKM
FLuc inh counter = counter-screen for luciferase assay inhibitors: firefly luciferase inhibition | P08659 | ATPLite firefly luciferase biochemical luminescence, 10 min | actives 1.5% (n = 200,000) | inhibition, % at 10 µM;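 active means inhibition above about 50% when tested at 10 µM, limit read from the data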
Target sequence (P08659 whole entry, looked up): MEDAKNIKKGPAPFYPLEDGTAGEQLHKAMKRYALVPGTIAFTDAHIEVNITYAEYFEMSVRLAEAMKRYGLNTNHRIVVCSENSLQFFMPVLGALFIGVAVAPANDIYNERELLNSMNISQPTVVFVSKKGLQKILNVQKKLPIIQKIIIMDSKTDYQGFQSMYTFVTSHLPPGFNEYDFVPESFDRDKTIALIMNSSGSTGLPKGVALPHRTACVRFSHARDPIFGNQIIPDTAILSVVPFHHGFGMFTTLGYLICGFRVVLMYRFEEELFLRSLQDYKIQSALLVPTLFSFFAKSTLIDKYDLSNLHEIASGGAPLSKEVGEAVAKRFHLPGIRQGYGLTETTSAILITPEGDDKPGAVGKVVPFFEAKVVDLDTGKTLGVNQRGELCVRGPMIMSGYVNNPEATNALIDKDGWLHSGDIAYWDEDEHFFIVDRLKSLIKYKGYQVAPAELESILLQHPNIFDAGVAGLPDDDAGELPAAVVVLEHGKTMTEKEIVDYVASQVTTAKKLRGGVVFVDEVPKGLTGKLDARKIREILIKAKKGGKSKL
FLuc act counter = firefly luciferase counter-screen for stimulation assays; activation factor at 10 µM; AID 1027; P08659; ATPlite luciferase biochemical, luminescence, 10 min; 0 = ATP-free wells, 1 = DMSO control; 200,000 tested, under 10 active;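 active means luciferase activation factor, scaled between plate controls, of at least 2 with compound at 10 µM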
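test system = cell-free luciferase reagent | medium = PBS as buffer for the ATP substrate | dosing = test compounds dosed from 2 mM stocks in 100% DMSO | incubation = 10 min at ambient temperature | detection = luminescence measurement of luciferase light output | benchmarks = low control with PBS replacing ATP, high control enzyme plus ATP without compound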
STAT3 blocker = STAT3 signaling inhibition; U3A cells, IL-6 STAT3-luciferase reporter, luminescence; host cell line lacks STAT1; inhibition, % at 5.5 µM; actives 0.89% (n = 190,000);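 active means inhibition above the mean inhibition across all screened compounds plus 3 SD, cut at about 44% in these data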;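 further: 0% = DMSO only wells and 100% = 100 µM nifuroxazide control wells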
NF-kB neuron act = compounds increasing NF-kB expression in human neuronal cells; fold change at 12.5 µM; AID 1239; actives 1.6% (n = 190,000); NF-kB reporter expression; stronger effect = higher value; in the data active means fold change above about 3.3
APP transl inh = APP translation inhibition; SH-SY5Y APP 5'UTR-luciferase reporter, luminescence; inhibition, % at 2 µM; actives 0.82% (n = 190,000);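 active means inhibition above a set limit, derived from the sample mean plus 3 SD, cut at about 45% in these data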; further: values of inactives mirror those of a sister screen read the other way
STAT3 activator = STAT3 signaling activation; U3A cells, IL-6 STAT3-luciferase reporter, luminescence; 100% = signal with IL-6 EC80 alone; activation (% of control), % at 5.6 µM; actives 0.91% (n = 190,000); AID 871;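 active means activation above the screen-wide mean of compound activation plus 3 SD, cut at about 130% in these data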;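 further: 0% = background luminescence of wells with medium and substrate only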
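Test system: Human STAT1-deficient U3A cells with stable STAT3-luciferase reporter | Also added: Interleukin-6, 33 ng/mL | Timing: Compound pre-incubation 1 h before IL-6, then 6 h stimulation at 37 °C | Technique: Luciferase reporter luminescence | Read-out: Percent of IL-6-only median luminescence | Benchmarks: IL-6-only wells as 100% reference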
STAT1 inh = STAT1 signaling inhibition. NIH 3T3 STAT1-luciferase reporter, IFN-gamma, luminescence. inhibition, % at 5.5 µM. actives 0.35% (n = 200,000). AID 920;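 active means inhibition above a set limit, the mean inhibition across all tested compounds plus 3 SD, cut at about 34% in these data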;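 further: 0% = IFN-gamma with DMSO and 100% = IFN-gamma with 300 µM nifuroxazide; values of inactives mirror those of a sister screen read the other way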
The depositor's hits bear a star; . = not tested or not shown.

(1) Cc1c(Cl)cccc1N=C(N)N=C(N)N
(2) Cn1c(=O)c(C(=O)NCC2CCCO2)c(O)c2ccccc21 (stereo unspecified)
(3) CCOc1ccccc1-n1c(SCC(N)=O)nnc1-c1cccnc1
(4) CCc1ccc(NC(=O)COc2ccc(F)cc2C(=O)c2cnn(-c3ccccc3)c2)cc1
(5) COc1ccccc1-n1c(SCC(N)=O)nc2c(c1=O)SCC2
(6) Cc1ccc(OCC(=O)O/N=C(\N)c2cccnc2)cc1
(7) C=CCNC(=O)NC(=O)COC(=O)c1nc2nccc(C)n2n1
(8) O=C(NC(NC(=S)Nc1cccc(Cl)c1)C(Cl)(Cl)Cl)OCc1ccccc1 (stereo unspecified)

screen / no.	1	2	3	4	5	6	7	8
APP 5'UTR act	-6	20	4	49	-18	39	15	9
STAT1 activator	85	129*	103	130*	100	117	105	105
ROMK mod	0.3	-0.028	.	.	.	-0.06	0.69	-0.067
FLuc inh counter	-4	9	-7	-3	-8	5	-7	-6
FLuc act counter	1	0.9	1.1	1	1.1	0.9	1.1	1.1
STAT3 blocker	10	-15	3	-46	7	13	4	1
NF-kB neuron act	0.9	2.4	0.97	1.2	1.1	1.6	1.2	1.2
APP transl inh	6	-20	-4	-50	18	-39	-15	-9
STAT3 activator	96	115	101	133	102	95	99	105
STAT1 inh	16	-34	-1	-33	0	-18	-7	-5

(9) Cn1c(=O)c2c(nc(SCC(=O)NCC3CCCO3)n2C)n(C)c1=O (stereo unspecified)
(10) CCN(CC(=O)Nc1ccccc1-c1ccccc1)Cc1nc2ccccc2c(=O)[nH]1
(11) CC(=O)c1ccc(OCCCC(=O)Nc2cc(S(=O)(=O)N(C)C)ccc2C)cc1
(12) Cn1ccnc1C(O)(c1nnc(-c2ccccc2)o1)C(F)(F)F (stereo unspecified)
(13) O=C(COC(=O)c1cccs1)NCCC1=CCCCC1
(14) C=CCOC(=O)C(C#N)c1nc2ccccc2nc1N1CCCC1 (stereo unspecified)
(15) COc1ccc(CCNC(=O)Cn2c(=O)[nH]c3ccsc3c2=O)cc1OC
(16) CCN(CC)S(=O)(=O)c1cc(-c2nnc(-c3ccc(Br)cc3)o2)ccc1Br

screen / no.	9	10	11	12	13	14	15	16
APP 5'UTR act	3	-3	-17	-4	-10	8	-6	-9
STAT1 activator	97	91	92	104	89	97	104	97
ROMK mod	1.2	0.068	-0.25	1.8	.	.	0.26	.
FLuc inh counter	4	-3	0	-3	2	-2	0	-4
FLuc act counter	1	1	1	1	1	1	1	1
STAT3 blocker	8	-6	0	-11	3	20	-3	16
NF-kB neuron act	1.1	1.3	1.1	1	0.92	0.94	0.89	1.3
APP transl inh	-3	3	17	4	10	-8	6	9
STAT3 activator	98	107	98	112	97	90	103	88
STAT1 inh	3	8	9	-4	12	3	-6	3

(17) CCOC(=O)c1cc2c(ccn2C)n1CC(=O)N1C(C)CCCC1C (stereo unspecified)
(18) COc1ccc2[nH]c(C(=O)O)c(NS(=O)(=O)c3ccc(Cl)s3)c2c1
(19) c1cncc(-c2csc(NCc3ccco3)n2)c1
(20) CC1=C(C#N)c2nc(N)c(C#N)c(C)c2/C1=C\c1ccc(-c2ccccc2C(=O)O)o1
(21) COc1ccc(/C=N/NC(=O)CCNc2n[nH]c(=O)[nH]c2=O)c(OC)c1
(22) O=c1c(-c2ccnn2-c2cccc(Cl)c2)cnc2n1CCS2
(23) Cc1ccc(C(=O)NNC(=O)C2CCN(c3nc(C)cc(C)n3)CC2)cc1
(24) CN1/C(=C\C=N\O)C(C)(C)c2ccccc21

screen / no.	17	18	19	20	21	22	23	24
APP 5'UTR act	3	-13	3	0	1	20	-16	10
STAT1 activator	97	99	110	98	109	98	101	102
ROMK mod	.	0.36	1.3	-1	0.0055	-1.2	.	0.99
FLuc inh counter	-3	-3	8	3	0	-2	-5	-6
FLuc act counter	1	1	0.9	1	1	1	1	1.1
STAT3 blocker	4	-14	10	1	0	6	-1	11
NF-kB neuron act	1.1	1.1	1.5	0.9	0.88	1.4	1	1.2
APP transl inh	-3	13	-3	0	-1	-20	16	-10
STAT3 activator	99	116	92	103	101	99	111	95
STAT1 inh	1	1	-15	-1	-11	3	-1	-5

(25) CCOP(=O)(OCC)c1nc(-c2ccccc2)oc1NCc1ccccc1
(26) CCOC(=O)N1CCN(C(=O)C2CCN(S(=O)(=O)c3cc(C)ccc3OC)CC2)CC1
(27) CC(=O)Nc1ccc(N=Cc2nc(-c3ccc(C)cc3)oc2O)cc1
(28) COc1ccc2oc(=O)c(C(=O)Nc3cccc(C)c3)cc2c1
(29) Cc1nn2c(=O)nc3sc4c(c3c2[nH]c1=O)CCCC4
(30) Cc1cccc(NCCC(=O)c2ccc([N+](=O)[O-])cc2)c1C
(31) CCC(Sc1nc(N)c(NC(=O)c2ccc(OC)cc2)c(=O)[nH]1)C(=O)O (stereo unspecified)
(32) OCCC1CN(Cc2cccn2-c2nccs2)CCN1C1CCCCC1 (stereo unspecified)

screen / no.	25	26	27	28	29	30	31	32
APP 5'UTR act	13	0	18	119	9	3	0	4
STAT1 activator	103	101	99	138*	103	93	102	109
ROMK mod	0.099	0.26	0.0056	0.025	-0.2	0.11	-0.82	-2.5
FLuc inh counter	-4	-2	2	16	.	-5	-6	-1
FLuc act counter	1	1	1	0.8	.	1.1	1.1	1
STAT3 blocker	23	18	6	8	1	8	-6	-1
NF-kB neuron act	1.1	1	0.87	2.8	.	1.3	1.1	.
APP transl inh	-13	0	-18	-119	-9	-3	0	-4
STAT3 activator	83	93	98	95	103	98	105	106
STAT1 inh	-3	-3	2	-44	-4	6	-2	-12

(33) O=c1c2cccnc2n(-c2ccccc2)n1Cc1c(Cl)cccc1Cl
(34) Cc1cc(C)n(CCCNCC(O)c2ccccc2)n1 (stereo unspecified)
(35) CN(CCc1cn[nH]c1)C(=O)CC1C(=O)NCCN1Cc1ccccc1C(F)(F)F (stereo unspecified)
(36) COc1ccccc1Nc1nnc(Cc2ccccc2)c(=O)[nH]1
(37) CCOC(=O)C1(C(=O)OCC)C(c2ccccc2)CC(O)N1C(C)=O (stereo unspecified)
(38) CN(C)/C=N/c1c(C#N)cnn1-c1ncnc2sc(-c3ccccc3)cc12
(39) CC(C)Sc1nc2c([nH]1)c(=N)ncn2Cc1ccccc1
(40) COc1ccccc1-n1c(=O)c(C#N)c(-c2ccc([N+](=O)[O-])cc2)c2cc(C(=O)c3cc(F)ccc3O)cnc21

screen / no.	33	34	35	36	37	38	39	40
APP 5'UTR act	6	-11	-5	-5	-2	-16	12	6
STAT1 activator	106	96	93	100	103	87	97	107
ROMK mod	0.54	-0.94	0.44	-0.23	0.86	.	-4.4*	-0.19
FLuc inh counter	-8	-11	-1	-2	-3	-3	0	-3
FLuc act counter	1.1	1.1	1	1	1	1	1	1
STAT3 blocker	10	4	18	2	2	16	-3	8
NF-kB neuron act	0.95	1.1	1.2	1.4	1.4	0.63	0.97	1.2
APP transl inh	-6	11	5	5	2	16	-12	-6
STAT3 activator	98	104	89	106	106	90	104	98
STAT1 inh	-6	4	7	-2	-5	14	2	-11

Part of the list above in another layout:
item | SMILES | APP 5'UTR act | STAT1 activator | ROMK mod | FLuc inh counter | FLuc act counter | STAT3 blocker | NF-kB neuron act | APP transl inh | STAT3 activator | STAT1 inh
38 | CN(C)/C=N/c1c(C#N)cnn1-c1ncnc2sc(-c3ccccc3)cc12 | -16 | 87 | . | -3 | 1 | 16 | 0.63 | 16 | 90 | 14
40 | COc1ccccc1-n1c(=O)c(C#N)c(-c2ccc([N+](=O)[O-])cc2)c2cc(C(=O)c3cc(F)ccc3O)cnc21 | 6 | 107 | -0.19 | -3 | 1 | 8 | 1.2 | -6 | 98 | -11
37 | CCOC(=O)C1(C(=O)OCC)C(c2ccccc2)CC(O)N1C(C)=O (stereo unspecified) | -2 | 103 | 0.86 | -3 | 1 | 2 | 1.4 | 2 | 106 | -5

Carrying on:
(41) CCCOC(=O)CSC1=C(C#N)C(c2ccccc2OC)C(C#N)C(=O)N1 (stereo unspecified)
(42) Cc1ccc(CSCC(=O)Nc2c(C)n(C)n(-c3ccccc3)c2=O)cc1
(43) CC(=O)OCC(=O)N1CCN(c2ccc([N+](=O)[O-])cc2)CC1
(44) COc1ccc(N=c2oc3cc(O)ccc3cc2C(=O)Nc2ccccn2)cc1OC
(45) COc1ccc(CCNC(=O)C2CCN(c3nccc(C)n3)CC2)cc1
(46) CCOc1ccc(Br)cc1/C=N/NC(=O)c1ccncc1
(47) O=C(c1ccccn1)N1CC=C(c2ccccc2)CC1
(48) O=C(OCCN1CCCC1=O)c1cncc(Br)c1

screen / no.	41	42	43	44	45	46	47	48
APP 5'UTR act	-4	-23	0	-13	11	1	19	3
STAT1 activator	103	98	97	114	97	106	106	92
ROMK mod	1	-0.0084	-0.26	0.55	0.15	.	-0.25	0.12
FLuc inh counter	-5	-3	-6	6	-2	-4	-2	-3
FLuc act counter	1.1	1	1.1	0.9	1	1	1	1
STAT3 blocker	1	4	3	22	5	2	7	9
NF-kB neuron act	1	1.2	1.1	1	0.93	1.1	1.5	0.87
APP transl inh	4	23	0	13	-11	-1	-19	-3
STAT3 activator	104	95	99	84	102	104	95	96
STAT1 inh	-3	2	3	-17	2	-7	-6	9

(49) Cc1cc(C)n(CC(=O)N/N=C/c2ccco2)n1
(50) Cc1nnc(SCc2ccc(C(=O)O)cc2)s1
(51) Cc1ccccc1CN(C)C(C)C(=O)Nc1ccccc1F (stereo unspecified)
(52) CCOc1ccccc1Nc1nnc(SCC(=O)NC(=O)c2cccn2C)s1
(53) CC(Sc1nc(N2CCOCC2)nc(N2CCOCC2)n1)C(=O)Nc1ccccc1 (stereo unspecified)
(54) Cc1nc(SCc2ccc(Cl)cc2)ncc1C(=O)O
(55) O=C(CNC(=O)c1ccccc1Br)N/N=C/c1ccccc1O
(56) COC(=O)[C@@H](NC(=O)NCc1ccccc1F)C(C)C
(57) COc1cc(-n2c(C)nc3cc(C(=O)NCCN4CCOCC4)ccc32)cc(OC)c1OC
(58) O=C(CCCN1C(=O)c2ccccc2C1=O)N1CCC(c2ccccc2)C1 (stereo unspecified)
(59) COc1ccc(CNc2ccc(C)cc2)cc1Br

screen / no.	49	50	51	52	53	54	55	56	57	58	59
APP 5'UTR act	13	1	-4	17	-8	12	-16	-6	-5	-21	16
STAT1 activator	90	101	94	96	104	92	106	107	104	95	105
ROMK mod	.	-0.18	1.2	.	0.015	0.37	0.28	.	.	-0.01	.
FLuc inh counter	-10	-6	-4	1	1	8	-5	-9	-6	-8	2
FLuc act counter	1.1	1.1	1	1	1	0.9	1.1	1.1	1.1	1.1	1
STAT3 blocker	5	6	3	-7	11	-14	8	9	3	-8	6
NF-kB neuron act	1.1	1.2	1.4	1	1.6	6.4*	0.92	0.98	1.2	1	1.2
APP transl inh	-14	-1	4	-17	8	-12	16	6	5	21	-16
STAT3 activator	99	101	105	106	94	113	97	96	100	105	97
STAT1 inh	11	-1	4	4	-3	8	-6	-8	-5	5	-5
